# Assay outcomes (PubChem)
# esBAF inh: SWI/SNF esBAF complex inhibition | reporter increase, % at 12.5 µM | mouse ES cells, Bmi1-luciferase knock-in reporter, 24 h; 100% = twice the neutral-well signal | AID 602393 | hit rate 2% among 350,000; in the data active = activation above about 40%; inconclusive = no clear call, values can overlap the other calls;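 also: 0% = median of the plate's neutral control wells and 100% = double that signal; a rise in the Bmi1 reporter signal indicates esBAF inhibition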
# FN deposition inh: fibronectin deposition inhibition | AH1F fibroblasts, Alexa488-fibronectin deposition fluorescence, overnight | inhibition, % at 12.6 µM | hit rate 0.086% among 350,000 | AID 743247;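 active = mean inhibition across replicates of 30% or more, regardless of how many single replicates reach that level; inconclusive = mean under 30% yet at least half of replicates reach 30%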;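 also: positive control wells lacked labelled fibronectin entirely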
#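 Assay system: AH1F fibroblast monolayer, labelled fibronectin deposition. Amount: 10000 cells per well. Also added: labelled fibronectin 24 nM. Compound: single-point pinned compound. Incubation: cell attachment 1 h, compound and FN exposure overnight. Detection: fluorescence after three HBSS washes, excitation 485 nm, emission 525 nm. Read-out: inhibition of fibronectin deposition signal.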
# XiGFP reactiv: activators of X-chromosome reactivation in mouse fibroblasts; AID 743238; hit rate 0.055% among 360,000; activation, % at 7.58 µM; XiGFP mouse fibroblasts, % GFP-positive cells imaging, 3 d; cells co-treated with 5-aza-dC sensitizer; scaled so ellipticine positive control = 100%;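 active = mean normalized replicate activation at least 10% and every replicate at or above 10%; inconclusive = only one of the two criteria met; inactive = mean below 10% and not all replicates reach 10%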;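 also: 0% = median of on-plate neutral control wells and 100% = ellipticine 6 µM median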
#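 Material: SV40-immortalized XiGFP fibroblast cells, line 68-5-11 | Buffer or medium: DMEM containing 5-aza-dC | Dosing: One concentration, pinned | Times: 3 d treatment, 15 min room-temperature fixation | Controls: Ellipticine 6 µM positive control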
# E-selectin induc: E-selectin induction on HUVECs. activation, % at 7.58 µM. hit rate 0.37% among 260,000. HUVEC E-selectin immunofluorescence imaging; normalized: neutral wells 0, TNF-alpha wells 100. AID 686992. P16581;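 active = mean E-selectin-positive cell signal at least 10% of the positive control, reached in at least 60% of replicates, without over 20% cell loss; inconclusive = no rule given, readout overlaps actives, possibly toxicity-flagged; inactive = the rest, including those meeting only one limit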;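 also: in these data hits start at about 27%; measured in HUVEC primary endothelial cells; signal is the percent of cells scored E-selectin positive by PE staining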
#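 material = human umbilical vein endothelial cells (HUVEC), E-selectin induction | quantity = 3,000 cells/well | medium = EGM-2 growth medium on 0.1% gelatin-coated wells | technique = immunofluorescence imaging | read-out basis = % PE-positive cells | control set = TNF-alpha positive control, DMSO neutral control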
# RAD52 inh: RAD52 (human) annealing inhibition. recombinant RAD52 DNA annealing, FRET fluorescence. P43351. AID 651710. inhibition, % at 18.7 µM. hit rate 0.46% among 360,000;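 active = every replicate showing at least 50% inhibition; inconclusive = mean inhibition at least 50% but not in every replicate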
# EWS-Fli inh: blocks EWS/Fli oncoprotein-driven transcription. hit rate 0.67% among 350,000. A673 NR0B1-luciferase reporter, viability-normalised. inhibition, % at 12.6 µM;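 active = mean inhibition of at least 50% after viability correction, with every replicate also passing that limit; inconclusive = mean reaches 50% but only one of two replicates passes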;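 also: firefly luciferase signal divided by Alamar Blue viability fluorescence both relative to DMSO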
# S100A4 MyoIIA: inhibitors of human S100A4 binding to myosin IIA peptide; S100A4/TAMRA-MyoIIA peptide fluorescence polarization; inhibition, % at 10.7 µM; hit rate 0.14% among 360,000; AID 652163;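 active = mean inhibition of at least 70% across replicates, with every replicate also reaching that level; inconclusive = mean inhibition reaches 70% but some replicates fall short; inactive = mean inhibition below 70%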
# Target sequence (P26447 whole entry, looked up): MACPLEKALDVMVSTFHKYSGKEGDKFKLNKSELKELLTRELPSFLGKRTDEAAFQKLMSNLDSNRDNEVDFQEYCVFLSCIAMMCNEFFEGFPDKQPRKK
#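 assay system = human S100A4 monomer with TAMRA-labelled myosin IIA peptide | also added = labelled myosin peptide probe, 5 nM | incubation = 5 min between mix addition and reading | control set = DMSO and TFP controls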
# RAD54 inh: blocks human RAD54 Holliday junction branch migration. FAM/BHQ fluorescence. inhibition, % at 10.4 µM. hit rate 0.14% among 360,000. AID 602329;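 active = mean normalized replicate activity at least 40 and at least half of replicates scoring 40 or more; inconclusive = only one of the two criteria met; inactive = mean below 40 and under half of replicates reaching 40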;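 also: 0% = median of neutral control wells and 100% = median of positive control wells; inhibitors cause a drop in the FAM fluorescence signal; in these data hits start at about 50%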
# Target sequence (Q92698 whole entry, looked up): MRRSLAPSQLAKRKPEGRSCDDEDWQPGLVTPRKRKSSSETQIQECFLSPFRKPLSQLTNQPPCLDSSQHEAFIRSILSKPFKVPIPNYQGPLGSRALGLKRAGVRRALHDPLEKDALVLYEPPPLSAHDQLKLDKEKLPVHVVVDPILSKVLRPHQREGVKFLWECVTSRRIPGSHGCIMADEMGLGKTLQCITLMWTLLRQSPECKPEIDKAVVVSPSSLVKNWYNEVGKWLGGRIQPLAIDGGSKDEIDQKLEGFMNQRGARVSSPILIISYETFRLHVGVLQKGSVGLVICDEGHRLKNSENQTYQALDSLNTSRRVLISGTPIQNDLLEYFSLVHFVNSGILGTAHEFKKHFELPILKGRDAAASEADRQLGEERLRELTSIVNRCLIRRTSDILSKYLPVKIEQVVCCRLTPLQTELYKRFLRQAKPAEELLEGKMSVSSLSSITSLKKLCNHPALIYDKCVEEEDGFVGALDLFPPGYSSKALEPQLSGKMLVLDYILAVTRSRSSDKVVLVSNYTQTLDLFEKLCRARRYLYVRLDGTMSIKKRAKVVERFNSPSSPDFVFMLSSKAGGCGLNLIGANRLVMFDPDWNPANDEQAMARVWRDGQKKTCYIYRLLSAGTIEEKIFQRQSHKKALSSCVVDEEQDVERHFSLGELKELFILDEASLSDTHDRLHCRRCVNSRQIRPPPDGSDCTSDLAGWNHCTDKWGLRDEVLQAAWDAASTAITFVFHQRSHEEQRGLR
# An asterisk follows results filed as active; ? = inconclusive; . = no result given; & = joins results of further samples. No enrichment for hits; 3% or so of the library scored in one or more.
# Below each SMILES: esBAF inh	FN deposition inh	XiGFP reactiv	E-selectin induc	RAD52 inh	EWS-Fli inh	S100A4 MyoIIA	RAD54 inh
- O=C(c1cc(-c2ccc(F)cc2)on1)N1CCCCCC1
    22.1	-4.5	0.4	-0.1	-2.6	-94.8	-1.4	-2.5
- C[C@H]1CN([C@@H](C)CO)C(=O)c2cc(C#CCC3CCCC3)cnc2O[C@@H]1CN(C)C(=O)c1cnccn1
    -1.5	-6.7	0.0	-2.5	-9.2	0.6	-4.9	-7.3
- COC(=O)c1cc2c(c3c4cc(OC)ccc4n(S(=O)(=O)c4ccccc4)c13)C(=O)N(Cc1ccc(C(F)(F)F)cc1)C2
    .	3.5	-0.1	0.5	-42.3	17.7	0.7	.
- Cc1ccc(S(=O)(=O)N(C)C[C@H]2Oc3c(NS(=O)(=O)c4ccc(Cl)cc4)cccc3C(=O)N([C@@H](C)CO)C[C@H]2C)cc1
    4.1	.	0.4	-0.2	-28.5	-4.3	-13.8	0.2
- CNNC(=S)NC1CC2CC1C1C=CCC21 (stereo not given)
    .	-0.4	0.2	.	-5.0	-3.3	-1.1	3.6
- COc1cc(C(=O)Nc2cccc(C)n2)ccc1OCC(=O)N1CCOCC1
    0.6	-24.5	0.0	-1.1	-5.1	-5.1	0.3	5.7
- CCC(C)(C)C1CCC(=NNS(=O)(=O)c2ccc(C)c([N+](=O)[O-])c2)CC1 (stereo not given)
    .	-8.3	0.3	-1.9	-10.4	-11.7	-7.2	.
- Cc1ccc(S(=O)(=O)Nc2cccc3c2O[C@@H](CN(C)C(=O)Nc2ccc(C(F)(F)F)cc2)[C@H](C)CN([C@H](C)CO)C3=O)cc1
    -0.3	1.0	-0.1	-0.1	4.2	8.5	-24.1	-3.6
- CCCCN(C=O)c1c(CC)nc2c(OCc3ccccc3C)cccn12
    -0.1	-1.3	0.3	0.0	-3.6	3.4	24.5	1.8
- CC1CCN(c2nc3ccc(C(=O)NCCCN4CCCCC4C)cc3s2)CC1 (stereo not given)
    72.2*	-11.7	-0.1	0.6	-80.7	-46.7	-2.2	8.7
- COc1ccc(S(=O)(=O)N(C)C[C@@H]2Oc3ccc(NC(=O)Nc4ccc(F)cc4)cc3CC(=O)N([C@@H](C)CO)C[C@H]2C)cc1
    5.0	.	-0.2	0.3	.	8.5	.	-3.0
- COc1ccc(CC(=O)OCn2nnc3ccccc3c2=O)cc1OC
    -5.1	0.8	0.7	2.6	-7.1	2.4	-8.9	.
- COc1ccc(S(=O)(=O)Nc2ccc3c(c2)C(=O)N([C@H](C)CO)C[C@H](C)[C@H](CN(C)S(=O)(=O)c2ccc(Cl)cc2)OCCCC[C@H](C)O3)cc1
    12.0	4.6	0.1	-0.1	-11.1	10.2	-3.4	-7.5
- CCN1CCCC1CNCC(=O)Nc1ccc(OC(F)(F)F)cc1 (stereo not given)
    -5.7	1.8	0.9	-0.6	-4.2	5.9	-14.7	-3.0
- CC(CC(=O)N1CCN(C(=O)c2ccccc2)CC1)c1ccccc1 (stereo not given)
    -6.4	-6.5	-0.1	.	4.5	-3.3	3.5	-5.7
- N#C/C(=C\c1ccncc1)C(N)=O
    -4.6	0.4	0.2	-2.1	-11.5	-21.5	32.2	-0.4
- CCCNC(=O)C[C@H]1C[C@@H]2c3cc(NC(=O)C4CCOCC4)ccc3O[C@@H]2[C@H](CO)O1
    -3.1	-17.0	0.3	4.1	7.1	-11.1	?	-9.2
- Cc1ccc(/C=C(\NC(=O)c2ccccc2)C(=O)NC(Cc2ccccc2)C(=O)O)cc1 (stereo not given)
    .	15.1	0.0	-0.1	.	.	.	-3.1
- COc1ccc(NC(=O)CSc2nc3[nH]ncc3c(=O)[nH]2)cc1OC
    5.0	-3.7	0.1	.	-6.6	0.2	11.6	-8.8
- CC(=O)Nc1ccc(NC(=O)C(C)OC(=O)c2ccc(C)s2)cc1 (stereo not given)
    .	-2.3	0.2	.	-10.1	5.0	2.1	.
- CN1C[C@H]2[C@@H](c3ccccc31)[C@H](CO)N2S(=O)(=O)c1ccccc1
    -2.6	7.8	0.1	0.2	8.8	-4.0	7.1	-6.6
- COc1ccc(NS(=O)(=O)c2ccc(C)c(C(=O)NCc3ccccc3CN3CCCC3)c2)cc1
    -5.2	.	-0.1	-1.5	-115.7	0.6	-2.0	-5.8
- Cc1ccc(-c2ccc3c(c2)O[C@H](CN(C)C)[C@@H](C)CN([C@@H](C)CO)S3(=O)=O)cc1
    -1.1	-2.3	-0.6	-0.7	19.5	-1.2	-1.3	-1.0
- COc1ccc(C(C(=O)NC2CCCCC2)N(Cc2ccco2)C(=O)c2snc(C(N)=O)c2N)cc1 (stereo not given)
    8.4	-14.4	-0.1	.	-7.7	9.0	-10.0	-0.1
- Cc1nn(-c2ccccc2)c(Cl)c1C(=O)NCCN(C)C
    .	-1.5	0.5	0.0	2.1	8.2	-18.6	.
- COc1ccc(NC(=O)CSCC(=O)NCc2ccco2)cc1
    1.9	0.8	0.3	.	-6.8	2.2	-0.3	4.9
- N#C[C@@H]1[C@@H](c2ccccc2-c2ccc(F)cc2)[C@H](CO)N1C(=O)Cc1ccccc1
    .	0.1	0.2	0.3	-34.8	-2.2	1.3	.
- Cc1cccc(S(=O)(=O)c2c(N)n(-c3ccccc3)c3nc4ccccc4nc23)c1
    18.2	1.9	0.0	0.0	-10.8	10.7	-4.2	-3.4
- CN1C(=O)c2cc(NC(=O)c3cccc(F)c3)ccc2OC[C@H]2O[C@H](CC(=O)NCC3CCCCC3)CC[C@@H]21
    6.0&4.3	2.9&0.6	0.0&0.1	0.0&0.2	3.8&-3.3	7.2&6.0	-4.2&29.4	-4.2&0.5
- Cc1c(Cl)c(C(F)(F)F)nn1CC(=O)NCc1ccco1
    .	-1.6	0.0	.	-16.2	7.2	-2.2	.
- CC(NC(=O)c1cc(COc2ccccc2)on1)c1nccs1 (stereo not given)
    64.4*	-0.2	0.0	.	-3.1	-104.9	-5.6	-19.7
- Cc1ncc(CSCC(=O)Nc2cc(C(F)(F)F)ccc2Cl)c(CO)c1O
    2.3	6.9	0.1	.	-6.9	4.3	-8.7	-7.4
- COc1cccc(C(=O)Nc2ccncc2)c1OC
    -1.7	1.8	0.1	-0.1	-2.2	-0.8	0.6	1.6
- CCOC(=O)[C@@H]1[C@H]2COc3ccc(Br)cc3[C@H]2N2C(=O)N(c3cccc(F)c3)C(=O)[C@]12C
    -1.7	-1.4	0.0	-0.1	-5.5	8.1	-0.6	0.6
- Cc1cccc(S(=O)(=O)N2CCCCN3[C@H](CO)[C@@H](c4ccc(-c5cccnc5)cc4)[C@H]3C2)c1
    .	.	0.2	-0.1	-27.0	.	-0.1	1.2
- COc1cccc(CNc2nc3cc(-c4ccccc4C)sc3c(=O)n2C)c1
    -3.3	3.2	0.0	1.0	-9.3	4.5	-2.1	13.5
- COc1ccccc1-c1cnc2c(c1)C(=O)N([C@@H](C)CO)C[C@@H](C)[C@@H](CN(C)Cc1ccc(F)cc1)O2
    0.5	3.7	-0.5	0.2	11.6	-2.3	-0.7	-2.1
- CCCCc1cc(=O)oc2cc(C)cc(O)c12
    2.0	-2.3	.	.	-0.3	.	2.5	0.5
- CCN(C(=O)CN1C=NS(=O)(=O)c2ccccc21)c1ccccc1
    2.7	-1.1	0.3	1.9	-5.9	2.5	-1.2	-14.2
- O=C(c1ccc(COc2ccccc2Cl)o1)N1CCN(Cc2ccc3c(c2)OCO3)CC1
    -5.1&-5.0	8.9	0.0	2.0	-27.4	1.7	-2.8	-1.2
- FC(F)(F)c1ccccc1Cc1c(-c2ccccc2)nc2c3ccccc3ccn12
    3.3	1.4	0.2	1.0	-87.9	-0.2	-2.5	-5.4
- Nc1[nH]c(C(=O)c2ccccc2)c(-c2ccc(Br)cc2)c1C(=O)NC1CCCCC1
    .	-8.0	0.1	0.1	-0.9	-9.4	-5.0	.
- O=C1C[C@H](c2ccc(O)cc2)Oc2cc(O[C@@H]3O[C@H](CO)[C@@H](O)[C@H](O)[C@H]3O)cc(O[C@@H]3O[C@H](CO)[C@@H](O)[C@H](O)[C@H]3O)c21
    -5.7	-0.9	0.0	0.1	-3.4	10.0	1.3	-4.9
- CC(C)(NS(=O)(=O)OCC(Cl)(Cl)Cl)c1ccccc1
    -2.0	3.0	0.0	.	-1.4	8.6	-1.0	-23.7
- C[C@H](O)[C@@H]1CN2CCc3c([nH]c4c(-c5ccccc5)cccc34)[C@@H]2C[C@@H]1N(C)C(=O)Nc1ccccc1
    .	-1.4	0.0	-0.2	-18.4	-3.7	-25.9	.
- C=CCC[C@@H](Cc1ccc(F)cc1)C(=O)OC[C@H](Cc1c[nH]c2ccccc12)NC(=O)[C@H](CC=C)CC(=O)N(CCO)Cc1ccccc1
    5.6	-3.3	-0.1	.	-19.8	8.8	-2.5	8.0
- CCN(CC)C(=O)[C@H]1CC(CC(=O)NCc2ccco2)C(=O)N2CCc3c([nH]c4ccccc34)[C@]12C (stereo not given in full)
    -2.8	-1.1	-0.2	0.2	-13.3	3.9	-1.0	-1.2
- COc1ccc(C(=O)C2CCCN(C(=O)c3cccc(N4CCCC4=O)c3)C2)cc1OC (stereo not given)
    -1.5	1.9	0.0	.	4.1	2.4	27.2	-4.5
- O=C(COC(=O)CNC(=O)C1CCCCC1)Nc1ccccc1OC(F)F
    -4.7	-6.9	1.9	-1.1	-4.7	-5.0	-2.0	-1.9
- COc1ccc(NCc2nnc(SCC#N)n2-c2ccccc2OC)cc1
    12.2	-4.3	.	4.9	.	.	.	1.2
- CCC(=O)N(C)C[C@H]1Oc2ncc(-c3ccc(C)cc3)cc2C(=O)N([C@H](C)CO)C[C@@H]1C
    -1.6	-2.4	-1.1	-0.1	5.3	3.5	-10.3	-10.7
- CS(=O)(=O)c1ccc2nc(NC(=O)CN3C(=O)C4CC=CCC4C3=O)sc2c1 (stereo not given)
    3.1	-0.6	0.0	0.0	-5.9	2.0	-4.8	-7.1
- O=C(Cc1ccccn1)N[C@H]1CC[C@@H](CC(=O)N2CCCCC2)O[C@@H]1CO
    1.9	-7.4	0.3	-0.5	-3.7	-5.3	3.7	-15.2
- COCC1CN(CCc2ccc(F)cc2)S(=O)(=O)c2c(F)cccc2O1 (stereo not given)
    .	3.3	0.1	0.2	-4.9	1.6	-5.6	.
- COc1ccc(S(=O)(=O)N2CCCCC2)cc1NCC(=O)Nc1ccc(C)cc1
    7.4	-1.2	0.0	2.4	-4.3	4.6	5.9	-12.1
- Cc1ccc2c(c1)[C@H]1[C@H](CO2)[C@H](c2ccccc2)[C@]2(C)C(=O)Nc3ccccc3C(=O)N12
    -6.0	-1.9	0.2	.	-15.8	56.6*	-2.1	1.4
